# From PubChem BioAssay
# POLH inh – DNA polymerase eta (human) inhibition; Q9Y253; recombinant Pol eta, fluorescent DNA replication assay; Potency, µM (doses to about 114 µM), inactives show at the top dose activity change, negative = inhibition, most hits filed as inhibitors; 390,000 tested, 1.2% active; AID 588591; note: potency is the fitted concentration of half-maximal effect; % is set by controls: 0 for no effect and ±100 for the full control effect
#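 Fluorescent replication assay: 50 nM final substrate added after a 15 min room-temperature compound preincubation with 10 nM enzyme. Signal taken at 0 min and again at 10 min.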
# POLI inh – DNA polymerase iota (human) inhibition; Q9UNA4; Pol iota fluorescent replication assay, 10 min; Potency, µM (doses to about 115 µM), for inactives: at the top dose activity, negative = inhibition, hits mostly inhibitors; 390,000 tested, 1% active; note: potency is the fitted concentration of half-maximal effect
# Target sequence (Q9UNA4 whole entry, looked up): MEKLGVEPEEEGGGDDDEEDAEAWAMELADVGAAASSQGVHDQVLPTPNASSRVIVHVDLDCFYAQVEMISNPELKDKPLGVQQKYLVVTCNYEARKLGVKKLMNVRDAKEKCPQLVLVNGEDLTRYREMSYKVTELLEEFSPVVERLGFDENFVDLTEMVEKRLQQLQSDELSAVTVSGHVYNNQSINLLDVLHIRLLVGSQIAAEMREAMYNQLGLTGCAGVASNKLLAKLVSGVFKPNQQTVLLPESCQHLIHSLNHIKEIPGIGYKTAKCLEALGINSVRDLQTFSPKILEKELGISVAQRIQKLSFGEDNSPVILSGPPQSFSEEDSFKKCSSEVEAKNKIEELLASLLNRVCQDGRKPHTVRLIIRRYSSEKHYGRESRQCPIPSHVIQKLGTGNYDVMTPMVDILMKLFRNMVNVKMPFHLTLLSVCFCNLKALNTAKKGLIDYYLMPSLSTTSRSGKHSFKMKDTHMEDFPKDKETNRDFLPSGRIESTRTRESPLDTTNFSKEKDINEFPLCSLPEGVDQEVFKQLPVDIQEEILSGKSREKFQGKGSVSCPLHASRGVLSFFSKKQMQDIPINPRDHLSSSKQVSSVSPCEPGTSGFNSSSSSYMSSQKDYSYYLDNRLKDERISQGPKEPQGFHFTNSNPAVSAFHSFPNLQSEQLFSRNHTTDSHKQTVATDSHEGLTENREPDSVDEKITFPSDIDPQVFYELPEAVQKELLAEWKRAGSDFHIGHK
#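 Fluorescent replication assay read twice, at 0 min and 10 min after adding 50 nM (final) substrate. Enzyme (10 nM) and compounds were first incubated 15 min at room temperature; enzyme-free buffer wells were negative controls.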
# LDHA inh – inhibitors of human lactate dehydrogenase A; 480,000 tested, 0.15% active; P00338; activity change, % (values are at about 110 or 230 µM); purified LDHA, NADH/diaphorase-resazurin fluorescence; hits give low values; AID 1347041; in the data active = activity change below about -30%; inconclusive = mostly about -25% to -30%;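 note: plate controls were DMSO wells for no effect and wells without enzyme for full effect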
#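 Remaining NADH was detected by diaphorase (0.133 mg/mL) converting 37 µM resazurin to fluorescent resorufin, read at 0 and 20 minutes. The preceding 5-minute room-temperature reaction used 2 nM LDHA, 0.2 mM sodium pyruvate and 0.06 mM NADH at pH 7.4.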
# APE1 inh – APE1 (human) endonuclease inhibition | P27695 | recombinant APE1, TAMRA/BHQ-2 abasic DNA cleavage fluorescence | Potency, µM (top dose mostly 65.8 µM), for inactives: at the top dose activity change, negative = inhibition, usual class: inhibitors | 350,000 tested, 0.35% active;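 note: potency is the fitted concentration of half-maximal effect; plate controls were vehicle for no effect and reference inhibitor for full effect; nearly all actives have a fitted effect of over 55% in size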
# Target sequence (P27695 whole entry, looked up): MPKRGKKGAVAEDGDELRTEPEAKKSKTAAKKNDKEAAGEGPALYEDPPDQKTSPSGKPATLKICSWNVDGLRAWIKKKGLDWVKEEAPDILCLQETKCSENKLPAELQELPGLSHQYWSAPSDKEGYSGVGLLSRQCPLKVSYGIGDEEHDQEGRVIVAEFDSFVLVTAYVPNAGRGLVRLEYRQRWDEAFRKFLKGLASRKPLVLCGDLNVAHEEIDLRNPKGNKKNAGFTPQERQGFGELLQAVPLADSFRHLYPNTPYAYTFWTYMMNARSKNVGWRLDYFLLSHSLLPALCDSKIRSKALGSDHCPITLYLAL
#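 Substrate: short duplex with […] THF abasic site, 5'-TAMRA and 3'-BHQ-2, 50 nM final. APE1 at 0.75 nM, preincubated 15 min RT with compound. Fluorescence increase from first to third read measured activity.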
# POLK inh – inhibitors of human DNA polymerase kappa | Q9UBT6 | purified Pol kappa, fluorescent DNA synthesis assay, 10 min | Potency, µM (doses to about 107 µM), without a hit: top-dose activity, negative = inhibition, actives largely listed as inhibitors | 400,000 tested, 0.53% active; note: potency is the fitted concentration of half-maximal effect; % is set by controls: 0 for no effect and ±100 for the full control effect
#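 Inhibition of 10 nM Pol kappa is measured by a fluorescent read-out at 0 and 10 min following addition of 50 nM substrate (final), with a 15-min room-temperature compound preincubation.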
# BLM helicase inh – inhibitors of human Bloom syndrome helicase BLM; P54132; recombinant BLM DNA unwinding, fluorescence dequenching; Potency, µM (series often up to 56.1 µM), for the others: at the highest dose activity change, negative = inhibition, most hits filed as inhibitors; 350,000 tested, 0.2% active;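 note: potency is the fitted concentration of half-maximal effect; plate controls were vehicle for no effect and no enzyme for full effect; nearly all actives have a fitted effect of over 35% in size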
# Anesthetic bind – binds horse apoferritin like a general anesthetic; P02791; apoferritin/1-aminoanthracene competitive binding, fluorescence; Potency, µM (doses to about 77.5 µM), for inactives: at the highest dose activity change, negative = displacement, usual class: inhibitors; 350,000 tested, 0.074% active; note: potency is the fitted concentration of half-maximal effect; % is set by controls: 0 for no effect and ±100 for the full control effect; nearly all actives have a fitted effect of over 20% in size
#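 Horse-spleen apoferritin (10 uM) was mixed with 50% saturated 1-aminoanthracene in PBS, exposed to compounds for 10 min at room temperature, and read for fluorescence (ex 380 nm, em 535 nm). Competitive displacement was fitted with a four-parameter Hill equation.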
# Pol beta inh – inhibitors of human DNA polymerase beta. P06746. Pol beta primer extension/strand displacement, fluorescence kinetic. Potency, µM (top dose mostly 114 µM), for the others: top-dose activity change, negative = inhibition, hits mostly inhibitors. 340,000 tested, 1.3% active. AID 485314; note: potency is the fitted concentration of half-maximal effect; % is set by controls: 0 for no effect and ±100 for the full control effect
#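 Kinetic readout of DNA synthesis with strand displacement by Pol beta. Compound and 10 nM enzyme sit 15 min at room temperature; 50 nM substrate starts the reaction, read immediately and at 10 min.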
# Glioma ERSR ind – ER stress response induction in glioma. U87-MG GRP78 promoter luciferase reporter, 16 h. Potency, µM, inactives show at the highest dose activation, most hits filed as activators. 420,000 tested, 0.02% active. AID 602332; note: potency is the fitted concentration of half-maximal effect; series mostly up to about 76 µM; % of control where 0% means no effect; nearly all actives have a fitted effect of over 35% in size
#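 Stably transfected U87-MG glioma cells carrying a GRP78-based luciferase sensor; 16 h compound incubation. Luminescence end-point read 10 min after Bright-Glo addition at room temperature.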
# * = called active by the depositor; u = inconclusive; x = no result given; & = joins results of further samples; [ ] = remark or other dose. Unless noted, calls come from the whole dose curve; as a rule, active = well fitted curve in the direction sought with a large enough effect; inconclusive = small, poorly fitted or top-dose-only effect, or another doubt; inactive = no such curve, though single readings can be large; an effect the other way counts as inactive or inconclusive. A portion of the library (hit frequency here may not be typical).
SMILES,POLH inh,POLI inh,LDHA inh,APE1 inh,POLK inh,BLM helicase inh,Anesthetic bind,Pol beta inh,Glioma ERSR ind
CC(C)CCOc1ccc(Cl)cc1CN1CCOCC1,-17.1%,u,-1.3,-6.1%,-6.9%,-0.9%,-11.8%,11.0%,-0.5%
COc1ccccc1N(CC(=O)NCCN1CCOCC1)S(=O)(=O)c1ccc(C)cc1,-4.2%,-7.2%,-6.2,2.4%,1.6%,x,x,x,-4.7%
CC1CCC(NC(=O)COC(=O)CNC(=O)c2ccc3ccccc3c2)CC1 (stereo unspecified),-6.0%,-8.9%,-0.5,14.9%,1.2%,x,x,x,-0.3%
COc1cccc2c1Oc1nc(-c3ccccc3)nc(SCC(=O)Nc3ccccc3)c1C2,-23.1%,50.9%[activator],5.2,x,1.8%,0.5%,1.2%,24.0%,-3.5%
O=S(=O)(c1cc(Cl)cc(Cl)c1)N1CCCC1c1nc2ccccc2s1 (stereo unspecified),-3.1%,16.5%,-3.7,-0.7%,-2.2%,-8.1%,2.3%,6.7%,-10.0%
O=C1c2ccccc2C(O)(c2ccccc2)N1c1ccc([N+](=O)[O-])cc1Cl (stereo unspecified),-14.0%,75.2%[activator],-5.9,x,-13.8%,x,x,x,0.9%
CS(=O)(=O)c1cccc(-c2nnc(NC(=O)c3ccc(S(=O)(=O)N4CCCC4)cc3)o2)c1,-16.9%,8.3%,0.4,-12.5%,-12.1%,x,x,x,-5.8%
Cc1ccc(NC(=O)CCC(=O)NNC(=O)Nc2cccc(Cl)c2)c(C)c1,-17.6%,22.8%,-2.5,8.6%,-13.2%,-3.4%,-14.1%,1.9%,-3.2%
CNC(=O)c1ccc(N(Cc2ccccc2C)S(C)(=O)=O)cc1,-8.7%,u,0.7&-4.3,0.3%,-9.3%,0.1%,-6.0%,-3.0%,-3.3%
CCN1CCN(Cc2nc(N)nc(Nc3ccc(C)c(C)c3)n2)CC1,-2.5%,12.9%,-5.5,-0.8%,-11.2%,2.2%,4.4%,14.6%,-3.7%
CCCCN(CC)Cc1c(O)ccc2c3c(c(=O)oc12)CCC3,-12.0%,-12.7%,0.3,0.9%,9.8%,2.8%,272.7%[activator],-1.5%,-3.8%
O=c1c(Cl)c(N2CCN(c3ccc(F)cc3)CC2)cnn1C12CC3CC(CC(C3)C1)C2,-19.3%,9.5%,-6.6,-5.4%,-0.6%,3.2%,-14.5%,8.7%,-6.4%
CCC1(c2ccc(F)cc2)NC(=O)N(CC(=O)Nc2cccc(S(=O)(=O)N3CCOCC3)c2)C1=O (stereo unspecified),-11.3%,3.6%,-2.1,x,-6.7%,x,x,x,-0.5%
COc1cc2c(cc1OC)CN(C(=O)c1ccc(S(=O)(=O)N(C)c3ccccc3)cc1)CC2,-7.0%,-8.2%,0.7,-2.2%,-11.5%,-11.1%,u,23.3%,-1.5%
Cc1cccc(-c2noc(-c3c(C)noc3C)n2)c1,-17.5%,31.4%[activator],-4.1,2.7%,3.9%,-0.4%,-9.1%,36.4%[activator],-0.3%
CC(NC(=O)CCN1C(=O)c2ccccc2C1=O)c1ccc2c(c1)CCCC2 (stereo unspecified),-12.5%,16.4%,-7.9,0.7%,0.7%,-1.1%,5.2%,-1.0%,-3.3%
Cc1cnc(C(=O)OCC(=O)NC(=O)c2ccccc2)cn1,8.3%,39.0%[activator],-5.4,22.0%,-25.8%,x,x,x,-3.9%
O=C(C1CCC(CNS(=O)(=O)c2cccs2)CC1)N1CCCCC1 (stereo unspecified),-18.4%,6.9%,0.2,-0.6%,-1.6%,-2.4%,-9.0%,0.2%,-5.1%
COc1cccc(/C=C2\SC(N3CCC(C)CC3)=NC2=O)c1OC,-12.1%,5.9%,2.1,21.8%,7.2%[60.1 µM],-1.8%,9.7%,22.8%,12.2%
COc1ccccc1NC(=O)c1nnn(CC(=O)Nc2cc(C)cc(C)c2)c1N,0.1%,-7.5%,2.3,-3.2%,-16.4%,-2.1%,-7.9%,-2.7%,-2.0%

# Three of the entries above in order of the Glioma ERSR ind value, falling.
SMILES,POLH inh,POLI inh,LDHA inh,APE1 inh,POLK inh,BLM helicase inh,Anesthetic bind,Pol beta inh,Glioma ERSR ind
Cc1cnc(C(=O)OCC(=O)NC(=O)c2ccccc2)cn1,8.3%,39.0%[activator],-5.4,22.0%,-25.8%,x,x,x,-3.9%
COc1ccccc1N(CC(=O)NCCN1CCOCC1)S(=O)(=O)c1ccc(C)cc1,-4.2%,-7.2%,-6.2,2.4%,1.6%,x,x,x,-4.7%
CS(=O)(=O)c1cccc(-c2nnc(NC(=O)c3ccc(S(=O)(=O)N4CCCC4)cc3)o2)c1,-16.9%,8.3%,0.4,-12.5%,-12.1%,x,x,x,-5.8%

# Additional results:
SMILES,POLH inh,POLI inh,LDHA inh,APE1 inh,POLK inh,BLM helicase inh,Anesthetic bind,Pol beta inh,Glioma ERSR ind
O=C(CSc1nnc(-c2cccc(F)c2)o1)NC1CCCC1,-13.0%,13.1%,-1.9,18.4%,2.1%,-1.2%,-8.2%,15.4%,4.6%
COc1ccc(-c2nc3ccccc3c(=O)n2CCOc2ccc(C)cc2C)cc1,-17.1%,-5.5%,-0.9,2.4%,0.7%,-6.6%,10.5%,7.0%,-3.1%
CCNC(=O)C(CCSC)NS(=O)(=O)c1ccc(C)cc1 (stereo unspecified),-5.3%,-11.2%,-0.7,4.6%,9.7%,-1.1%,4.3%,2.2%,0.1%
COc1ccc(C2c3[nH]c4ccccc4c3C[C@H]3C(=O)N(CCCO)CC(=O)N23)cc1OC (stereo partly specified),-15.4%,117.3%[activator],0.3,13.7%,3.4%,-0.2%,-6.6%,-1.8%,0.1%
CC(CCc1ccccc1)NC(=O)CCNC(=O)Cn1ccc2ccccc2c1=O (stereo unspecified),-9.9%,19.6%,-2.2,3.6%,-2.1%,-4.0%,-4.9%,-5.9%,-0.1%
COc1cc(NC(=O)COC(=O)C2CC2)c(C)cc1[N+](=O)[O-],0.8%,39.1%[activator],-0.2,1.2%,-26.2%,-7.1%,0.6%,13.1%,-5.4%
Cc1ccc(S(=O)(=O)N2CCCCC2CCNC(=O)C(=O)NCC2CCCO2)cc1 (stereo unspecified),-9.0%,9.9%,-7.6,11.6%,-7.9%,x,x,x,-4.7%
O=C1NC(=S)N/C1=C/c1cccn1-c1ccc([N+](=O)[O-])cc1,u,56.2µM*,-13.7,u,u,-18.0%,-17.6%,7.94µM*,-2.9%
O=C(CN1C(=O)COc2ccccc21)NCCCN1CCN(Cc2ccccc2)CC1,13.5%,10.4%,-8.4,11.5%,0.1%,2.9%,3.3%,-0.3%,-3.2%
O=C(NC1CCCC1)c1ccc(COCC(F)(F)F)o1,3.6%,-6.4%,-9.2,2.0%,-4.0%[60.1 µM],-3.6%,-1.4%,-23.1%,-3.1%
COc1cccc(CNC(=O)CN2C(=O)c3ccccc3S2(=O)=O)c1,-9.2%,-12.2%,-1.3,32.2%,8.7%,x,x,x,2.9%
COc1cccc(NC(=O)C2CCN(c3cc(C)nc4c(-c5ccc(Cl)cc5)c(C)nn34)CC2)c1,-7.8%,36.0%[activator],-5.9,x,-9.8%,-10.2%,6.1%,9.8%,-2.0%
CCOC(=O)C(NC(=O)CC)(Nc1ccc(S(N)(=O)=O)cc1)C(F)(F)F (stereo unspecified),-3.3%,-13.8%,-8.2,-2.6%,-2.4%,-3.1%,13.9%,1.6%,-3.4%
CN(C)C(=O)CCc1ccc2c3c([nH]c2c1)[C@]1(C)[C@@H](C(=O)N2CCOCC2)C[C@H](CC(=O)NCc2ccco2)C(=O)N1CC3,-7.1%,48.6%[activator],2.4,5.3%,3.5%,x,x,x,-2.9%
CS(=O)(=O)Nc1cccc(C2=NN(S(C)(=O)=O)C(c3ccc4c(c3)OCO4)C2)c1 (stereo unspecified),-2.3%,18.2%,-5.4,0.2%,-9.5%,1.2%,1.4%,-28.3%,10.2%
O=C(/C=C/c1ccccc1)NCCOc1ccccc1,-11.6%,2.1%,-2.5,11.6%,-14.1%,-0.4%,-13.8%,34.1%,2.5%
C/C(=N\NS(=O)(=O)c1ccc(Cl)cc1)c1ccc(NC(=O)c2ccco2)cc1,-9.9%,13.7%,-2.7,15.1%,-6.3%,0.9%,-17.4%,33.5%,3.7%
Cc1ccccc1-c1noc(C23CC4CC(CC(C4)C2)C3)n1,-7.3%,18.8%,1.2&0.0,3.1%,-8.0%,-4.4%,u,9.6%,1.9%
Cc1noc(C)c1Cc1ccc(O)cc1,-2.2%,7.2%,-6.1,17.3%,0.7%,2.1%,0.9%,8.0%,0.9%
CN(Cc1ccccc1)C(=O)CSc1nc2cc(C(=O)N3CCC(C(N)=O)CC3)ccc2c(=O)n1-c1ccccc1,-8.8%,-1.3%,-4.5,17.6%,-8.3%,-0.6%,-3.7%,9.7%,-6.4%
CC(NC(=O)CCNS(=O)(=O)c1cccc2nsnc12)c1ccccc1 (stereo unspecified),-11.6%&-25.5%,7.2%&18.7%,-1.9&1.5,21.7%,-6.6%&-7.9%,-1.3%&-1.2%,0.0%&-7.0%,3.9%&6.7%,-4.8%&-1.5%
O=C(CN1CCN(c2ccccc2)CC1)Nc1ccc2c(c1)OCCO2,-3.3%,146.6%[activator],-7.1,-3.3%,4.4%,-1.4%,-5.4%,23.5%,1.3%

# For convenience, two of the compounds above.
SMILES,POLH inh,POLI inh,LDHA inh,APE1 inh,POLK inh,BLM helicase inh,Anesthetic bind,Pol beta inh,Glioma ERSR ind
CC(NC(=O)CCNS(=O)(=O)c1cccc2nsnc12)c1ccccc1 (stereo unspecified),-11.6%&-25.5%,7.2%&18.7%,-1.9&1.5,21.7%,-6.6%&-7.9%,-1.3%&-1.2%,0.0%&-7.0%,3.9%&6.7%,-4.8%&-1.5%
O=C(CN1CCN(c2ccccc2)CC1)Nc1ccc2c(c1)OCCO2,-3.3%,146.6%[activator],-7.1,-3.3%,4.4%,-1.4%,-5.4%,23.5%,1.3%
